Bioassay records (PubChem BioAssay)
VIM-2 inh – inhibitors of Pseudomonas aeruginosa VIM-2 metallo-beta-lactamase. purified VIM-2, nitrocefin hydrolysis, epi-absorbance fluorescence. AID 1527. inhibition, % at 5.6 µM. actives 0.89% (n = 290,000);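 active means inhibition above the mean of all tested compounds plus 3 SD, cutoff set per screening run, cut at about 7.5% in these data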;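 further: red hydrolysis product quenches plate fluorescence so inhibitors raise well fluorescence; 0% = enzyme with DMSO and 100% = DMSO without enzyme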
p-CIP stab down – compounds decreasing mouse p/CIP protein stability | AID 1984 | actives 0.01% (n = 290,000) | F442A p/CIP-EGFP cells, EGFP fluorescence, 16 h | Q05BA5 | decrease of EGFP signal, % at 10 µM;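 active means EGFP signal decrease of at least 30% at 10 µM or well 3 SD below plate mean, unless failing retest; inactive means the rest, including hits failing retest or dose response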; further: some compounds called inactive have numbers as strong as hits; many of its hits are not listed in these tables
FID counter – displaces DNA intercalator in HCV helicase counter-screen. AID 1845. inhibition, % at 7.9 µM. DNA fluorescent intercalator displacement, fluorescence. actives 0.17% (n = 290,000); in the data active means inhibition above about 37%;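 further: 0% = vehicle and 100% = reference compound; higher means more ethidium bromide displaced from hairpin DNA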
UBC9 SUMO inh – blocks human SUMOylation mediated by UBC9. P63279. HTRF SUMOylation assay, SAE1/SAE2 + UBC9, in vitro. inhibition, % at 35 µM. actives 0.36% (n = 290,000); in the data active means inhibition above about 50%, passing the limit was not always enough; further: strong numbers were not always called active
Target sequence (P63279 whole entry, looked up): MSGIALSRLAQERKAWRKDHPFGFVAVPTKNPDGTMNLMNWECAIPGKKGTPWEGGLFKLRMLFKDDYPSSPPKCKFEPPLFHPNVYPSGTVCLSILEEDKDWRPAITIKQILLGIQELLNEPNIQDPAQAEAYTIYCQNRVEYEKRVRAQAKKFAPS
IDE cell activ – boosts human insulin-degrading enzyme activity in HEK cells; P14735; FAbeta-B cleavage, fluorescence polarization; 0% vehicle, 100% cell-free pure enzyme wells; activation, % at 5.96 µM; actives 0.073% (n = 340,000);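 active means activation above the mean of all tested compounds plus 3 SD, set per screening campaign, cut at about 17% in these data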
PfM18AAP inh – blocks P. falciparum M18 aspartyl aminopeptidase. AID 1822. recombinant PfM18AAP, H-Glu-NHMec fluorogenic cleavage. actives 1.2% (n = 290,000). inhibition, % at 7.35 µM;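 active means inhibition above the campaign mean inhibition over all tested compounds plus 3 SD, cut at about 28% in these data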;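 further: 0% = plate median of test compound wells and 100% = 2 mM ZnCl2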
IMP-1 inh – inhibitors of Pseudomonas aeruginosa IMP-1 metallo-beta-lactamase; inhibition, % at 5.6 µM; actives 0.45% (n = 290,000); purified IMP-1, nitrocefin hydrolysis, epi-absorbance fluorescence;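 active means inhibition above the mean plus 3 SD of all compounds in the same screening run, cut at about 4.5% in these data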;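 further: 0% = IMP-1 with DMSO and 100% = DMSO wells lacking enzyme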
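Assay system: purified IMP-1; Quantity: IMP-1 0.2 nM before substrate addition; Medium: HEPES buffer pH 7.1 with ZnSO4 and Brij 35; Incubation: 15 min enzyme–compound preincubation, then 25 min nitrocefin reaction, 25 °C; Signal: fluorescence quenching readout, ex 480/em 530 nm; Controls: DMSO with and without IMP-1; Repeats: singlicate testing.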
HCV NS3 hel inh – blocks Hepatitis C virus NS3 helicase unwinding. actives 0.56% (n = 290,000). inhibition, % at 10.9 µM. NS3 helicase DNA unwinding, Cy5 molecular beacon fluorescence. AID 1800;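 active means inhibition above the mean of all tested compounds plus 3 SD, set per campaign, cut at about 35% in these data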;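 further: 0% = DMSO wells and 100% = thioflavine S control wells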
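System: Hepatitis C virus NS3 helicase domain fragment enzyme | Reagent: Annealed dual-labelled DNA beacon duplex, ATP-started | Compound dosing: 10.9 µM single point, 0.8% DMSO | Incubation: 1 h reaction at 25 °C, ATP-initiated | Technique: Cy5 fluorescence | Evaluation: Percent inhibition from t60/t0 fluorescence ratio | Benchmarks: Low DMSO, high thioflavine S at 110 µM | Replication: Singlicate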
IDE cell inh – inhibits human insulin-degrading enzyme in HEK cells. actives 0.41% (n = 320,000). FAbetaB cleavage, fluorescence polarization. P14735. AID 434962. inhibition, % at 5.59 µM;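 active means percent inhibition above the average of all tested compounds plus 3 SD, set per screening campaign, cut at about 16% in these data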;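 further: IDE supplied by intact live HEK cells; FP after avidin binding of uncleaved biotin substrate so inhibition keeps polarization high; 0% = DMSO wells and 100% = 60 µM reference IDE inhibitor Ii1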
Active calls of the source: *; nt = no result given. Not a hit list; 3.6% or so of the library scored in one or more.

SMILES	VIM-2 inh	p-CIP stab down	FID counter	UBC9 SUMO inh	IDE cell activ	PfM18AAP inh	IMP-1 inh	HCV NS3 hel inh	IDE cell inh
CCOC(=O)NN1C(=O)c2ccccc2NC1c1ccc(N(C)C)cc1 (stereo not given)	-1.8	-5.7	-3.8	9.0	2.2	4.8	-3.4	2.9	-1.8
CC(C)c1nnc(NC(=O)COc2ccc3ccccc3c2)s1	-5.4	-0.1	-19.2	-3.6	1.6	0.9	-4.4	-1.4	2.4
Cc1cc(Oc2cnn(C(C)(C)C)c(=O)c2Cl)cc(C(C)C)c1	0.0	-7.2	2.1	12.1	-1.1	-15.2	-1.2	-9.0	10.9
COc1cc(C(=O)c2cocc2C(=O)c2ccc3c(c2)OCO3)cc(OC)c1OC	-1.9	-3.8	-14.2	8.6	1.6	5.4	-2.8	-1.1	-5.4
CC(=O)N1N=C(c2ccc(Br)cc2)OC1(C)CC(=O)Nc1ccccc1 (stereo not given)	-3.2	-8.0	-29.1	-0.5	4.2	2.8	-4.1	-5.1	-3.6
O=C1[C@H]2[C@@H](C(=O)N1c1cc(Cl)cc(Cl)c1)[C@]1(C(=O)Nc3ccccc31)N1CCC[C@@H]21	0.1	7.5	-29.6	-30.5	2.1	-0.1	0.3	4.8	-1.4
O=S(=O)(c1ccc(F)cc1)N1CCCN(c2nccc(C(F)(F)F)n2)CC1	-5.2	-13.4	-17.4	-7.3	-2.6	-0.3	-3.7	10.1	5.2
Cn1cccc1/C=N/n1c(-c2ccc(C(C)(C)C)cc2)n[nH]c1=S	-3.6	-7.5	-33.5	-21.2	-5.2	13.0	-6.5	7.4	0.2
COc1cccc(CC2(CO)CCCN(Cc3cn[nH]c3-c3ccc(F)cc3)C2)c1 (stereo not given)	-1.9	-19.0	11.3	-19.8	0.3	1.7	-0.7	-8.1	-5.7
CCOC(=O)C1=C(C)NC2=C(C(=O)CC(C)(C)C2)C1c1ccc2c(c1)CCCN2C (stereo not given)	-3.0	-4.2	-10.2	-11.0	-1.8	8.3	-2.9	-19.0	8.2
Cc1nn(C)c(C)c1CCC(=O)NC1CC(C)(C)Cc2c1cnn2-c1ccccc1 (stereo not given)	-1.0	-6.5	-49.0	8.1	-2.6	-1.6	-3.3	-2.8	6.3
C[C@@H](NC(=O)OC(C)(C)C)c1nnc(S(=O)(=O)Cc2ccccc2)o1	-1.8	-7.0	-9.3	18.3	nt	-173.9	-2.6	-2.1	-0.2
CC1SC(c2ccc(Cl)cc2)NC1=O (stereo not given)	-2.5	-1.1	-2.0	24.8	3.0	7.6	1.0	8.6	1.9
O=C(CCc1ccccc1)NCc1ccc2c(c1)OCO2	-2.4	-5.3	-5.0	6.8	0.3	4.9	-2.4	2.3	2.6
O=C(c1ccc(NC(=S)NCc2ccco2)cc1)N1CCCCC1	-0.6	-5.0	-12.3	6.9	6.3	-3.4	0.4	1.4	1.9
C[C@H](NC(=O)c1nc[nH]c1C(=O)NCC(=O)OCc1ccccc1)c1ccccc1	-1.6	2.4	-31.9	-13.0	4.8	-20.4	-0.6	-16.6	-2.5
CCC1COCCS(=O)(=O)N1Cc1cccc(C(F)(F)F)c1 (stereo not given)	-0.9	-2.7	-14.9	-3.4	3.7	-3.1	0.1	1.2	1.9
Cc1ccccc1N1CCN(C2CCCN(C(=O)c3snnc3C)C2)CC1 (stereo not given)	-0.6	-15.1	-21.2	-17.3	3.5	3.9	-3.1	-4.8	1.7
CCN(C(=O)CSc1nnc(Cn2nnc3ccccc32)o1)c1nc(C)cs1	-0.6	-15.5	-10.9	-10.3	1.3	-1.3	-1.1	-2.4	8.2
COc1ccccc1CN(Cc1cc2cc(C)ccc2[nH]c1=O)Cc1nnnn1CC1CCCO1 (stereo not given)	-0.6	-18.2	8.2	12.7	-0.3	-4.4	-2.3	5.1	3.5
O=C(NCCN1CCOCC1)c1cc(Br)ccc1Cl	0.7	-2.5	-5.4	0.4	3.3	6.0	1.3	9.9	-2.9
O=C(Cc1cc(=O)oc2cc(O)ccc12)NCC1CCC(C(=O)O)CC1 (stereo not given)	-4.9	-2.8	0.8	55.4*	3.9	6.9	-4.6	-4.6	2.9
Cc1nc(-c2ccc(S(=O)(=O)N3CCOCC3)cc2)cs1	2.7	0.2	-12.3	5.8	4.6	-7.8	2.4	11.9	-2.3
Cc1cc(OC(C)C(=O)NCC(O)c2ccccc2)c2c(C)c(C)c(=O)oc2c1 (stereo not given)	-0.5	-11.2	-36.9	18.3	-3.9	8.0	-3.0	13.3	1.4
COC(=O)c1ccc(NC(=O)C2CCN(S(C)(=O)=O)CC2)cc1	-1.5	3.8	-2.0	3.7	-1.3	-1.7	-1.7	-12.2	-0.6
CN1CCc2c(sc(NC(=O)c3ccc([N+](=O)[O-])o3)c2C(N)=O)C1	-4.3	-28.1	10.5	0.0	-1.0	-0.2	-2.4	8.0	-2.4

Sorted by SMILES length (ascending): 9 of the compounds above
SMILES	VIM-2 inh	p-CIP stab down	FID counter	UBC9 SUMO inh	IDE cell activ	PfM18AAP inh	IMP-1 inh	HCV NS3 hel inh	IDE cell inh
CC1SC(c2ccc(Cl)cc2)NC1=O (stereo not given)	-2.5	-1.1	-2.0	24.8	3.0	7.6	1.0	8.6	1.9
O=C(CCc1ccccc1)NCc1ccc2c(c1)OCO2	-2.4	-5.3	-5.0	6.8	0.3	4.9	-2.4	2.3	2.6
Cc1nc(-c2ccc(S(=O)(=O)N3CCOCC3)cc2)cs1	2.7	0.2	-12.3	5.8	4.6	-7.8	2.4	11.9	-2.3
CCOC(=O)NN1C(=O)c2ccccc2NC1c1ccc(N(C)C)cc1 (stereo not given)	-1.8	-5.7	-3.8	9.0	2.2	4.8	-3.4	2.9	-1.8
COC(=O)c1ccc(NC(=O)C2CCN(S(C)(=O)=O)CC2)cc1	-1.5	3.8	-2.0	3.7	-1.3	-1.7	-1.7	-12.2	-0.6
CCN(C(=O)CSc1nnc(Cn2nnc3ccccc32)o1)c1nc(C)cs1	-0.6	-15.5	-10.9	-10.3	1.3	-1.3	-1.1	-2.4	8.2
Cn1cccc1/C=N/n1c(-c2ccc(C(C)(C)C)cc2)n[nH]c1=S	-3.6	-7.5	-33.5	-21.2	-5.2	13.0	-6.5	7.4	0.2
C[C@@H](NC(=O)OC(C)(C)C)c1nnc(S(=O)(=O)Cc2ccccc2)o1	-1.8	-7.0	-9.3	18.3	nt	-173.9	-2.6	-2.1	-0.2
CCOC(=O)C1=C(C)NC2=C(C(=O)CC(C)(C)C2)C1c1ccc2c(c1)CCCN2C (stereo not given)	-3.0	-4.2	-10.2	-11.0	-1.8	8.3	-2.9	-19.0	8.2
